MT stabilizer = microtubule stabilizers in HeLa cells; HeLa tubulin immunostaining HCS, 24 h; share of cells brighter than vehicle mean+2SD; % tubulin-high responders, % at 10 µM; 200,000 tested, 0.83% active; AID 2205;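 active means plate Z-score above 3 for both tubulin-high and condensed-nucleus cell shares, with cell loss under 80%, at 10 µM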;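 further: anti alpha tubulin signal scored within the nucleus-defined area of each cell; some results filed as inactive read as strong as hits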
Autophagy mod = autophagy modulation, high-content screen | calls only at 10 µM (by protocol) | MEF GFP-LC3 puncta imaging; test concentration mostly 10 µM | 190,000 tested, 0.98% active | AID 463193;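 active means percentage of spot-positive cells more than 3 SD above its plate mean, without a fluorescence outlier flag or 80% toxicity; inconclusive means no clear call, values can overlap the other calls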;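 further: spot-positive cell cutoff set from DMSO-treated cells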
Ins promoter up = MIN6 insulin promoter up-regulation; MIN6 insulin promoter-GFP reporter, high-content imaging; stronger effect = higher value; z-score at 5 µM; 190,000 tested, 0.3% active; AID 1625;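 active means z-score above 3 at 5 µM with at least 500 cells counted in the well; inconclusive means wells under 500 cells, flagged as cytotoxic or low count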
b-catenin transl = beta-catenin nuclear translocation modulation | 190,000 tested, 0.3% active | nuclear translocation activity, % at 5 µM | AID 1665 | HeLa beta-catenin nuclear translocation, immunofluorescence imaging;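 active means nuclear translocation activity above 50% at 5 µM, with a well cell count of 50 or more; inconclusive means wells under 50 cells across six images, flagged as toxic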;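 further: per-cell ratio of nuclear to cytoplasmic median beta-catenin stain intensity; plate controls were DMSO negative control for no effect and GSK-3 inhibitor IX positive control for full effect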
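test system = HeLa cells, endogenous beta-catenin | dosing = single 5 µM dose plus 0.02–20 µM confirmation series | times = compound treatment 24 h, 37°C, 5% CO2 | technique = beta-catenin immunofluorescence imaging with DAPI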
T cell HTS = T cell immune modulation candidate | 330,000 tested, 0.068% active | 2C CD8+ T cell-vesicle binding, flow cytometry; stronger effect = lower value | calls only at 7 µM;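 active means response, share of CD8 T cells binding vesicles, and their 90th percentile fluorescence all below set limits, cut at about 80% in these data, passing the limit was not always enough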
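Benchmarks: naked versus QL9-loaded vesicles / Assay system: purified 2C TCR transgenic mouse naive CD8+ T cells / Technique: high-throughput flow cytometry with anti-B7-1 and anti-CD8 staining / Timing: Cell–vesicle co-incubation 1.5 h at 37 °C, staining 20 min on ice / Read-out: percent CD8+ FL2 mean versus row control / Probe or stimulus: QL9-loaded Drosophila micro-vesicles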
Lipid droplet = modulators of hepatic lipid droplet formation. AML12 mouse hepatocytes, oleate lipid droplets, BODIPY imaging. inhibition, % at 6.5 µM. 240,000 tested, 0.4% active;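 active means lipid droplet intensity inhibited by at least 50%, with more than 500 cells counted; inconclusive means wells with under 300 cells, treated as cytotoxic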
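System: AML12 hepatocytes (mouse). Probe or stimulus: oleic acid at 100 µM to induce lipid droplet formation. Times: overnight treatment with compound plus oleate. Detection: Image-based BODIPY and DAPI two-channel analysis. Evaluation: percent inhibition of filter-corrected integrated lipid droplet intensity per well.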
WT yeast gro inh = growth inhibition of WT yeast, mitochondrial fusion screen | AID 1362 | inhibition, % at 10 µM | mitochondrial fusion phenotypic screen, WT strain | 190,000 tested, 2.1% active; in the data active means inhibition above about 58%; tested in S. cerevisiae
Myeloid diff MLP = compounds promoting myeloid differentiation. 360,000 tested, 1% active. calls only at 10 µM. ER-HoxA9 myeloid progenitors, lysozyme-GFP differentiation, flow cytometry;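 active means normalized GFP-positive differentiation at or above the plate's own cutoff, the solvent-only control mean plus 3 SD; inconclusive means no clear call, values can overlap the other calls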;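 further: cells exposed to compound for four days before flow analysis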
West Nile antiviral = inhibition of WNV-induced cytopathic effect – cell-based, CPE readout (AID 1621); West Nile virus-infected cells, CPE inhibition; higher % means a stronger effect; 290,000 tested, 0.02% active; CPE inhibition, % at 10 µM; hits with a dose series show IC50 in µM; in the data active means a potency from the dose series; inconclusive means CPE inhibition mostly from about 3.7% at the one dose, without a potency; inactive means the rest, 99 in 100 with CPE inhibition below about 2.2%; further: strong numbers were not always called active
WT yeast gro inh mutant strain = also measured in WT yeast gro inh; calls as there; inhibition, %; mitochondrial fusion phenotypic screen, mutant strain inhibition
Ins promoter up cell count = also measured in Ins promoter up; calls as there; cell count; measured here: cytotoxicity, nuclei count;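 total cells summed across four imaged fields per well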
Lipid droplet cells 6.5 µM = also measured in Lipid droplet; calls as there; cell count; measured here: cell count, cytotoxicity flag;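 cells counted across two imaged fields per well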
b-catenin transl cell count 5 µM = also measured in b-catenin transl; calls as there; cell count; measured here: cell count, cytotoxicity flag
T cell HTS vesicle-bound % = recorded beside T cell HTS, whose call it bears; double positive events, %; measured here: CD8+ vesicle-bound cell fraction;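 binding gate set so that unloaded-vesicle control wells show 10% double positive cells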
MT stabilizer Hoechst-high % = also measured in MT stabilizer; calls as there; % Hoechst-high responders; measured here: nuclear condensation Hoechst responders;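 share of cells brighter than vehicle mean plus two SD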
MT stabilizer cytotoxicity % = further read-out of MT stabilizer, marked with its call; toxicity, %; measured here: cytotoxicity by cell density;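 0% = mean cell density of plate MIN control wells and 100% = no cells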
Autophagy mod cell loss 18 h = further read-out of Autophagy mod, marked with its call; toxicity, %; measured here: cell loss, nuclei count;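 cell loss after 18 h compound exposure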
Myeloid diff MLP GFP+ MAC1+ % = also measured in Myeloid diff MLP; calls as there; GFP+ MAC1+ double positive, %; measured here: differentiation confirmed by MAC1 staining
* hit, by the source's call; i = inactive; ? = inconclusive; nt = no result given; + = active, no number.

No.	structure	MT stabilizer	MT stabilizer Hoechst-high %	MT stabilizer cytotoxicity %	Autophagy mod	Autophagy mod cell loss 18 h	Ins promoter up	Ins promoter up cell count	b-catenin transl	b-catenin transl cell count 5 µM	T cell HTS	T cell HTS vesicle-bound %	Lipid droplet	Lipid droplet cells 6.5 µM	WT yeast gro inh	WT yeast gro inh mutant strain	Myeloid diff MLP	Myeloid diff MLP GFP+ MAC1+ %	West Nile antiviral
1	CC(=O)Nc1ccc(N=Cc2c(O)c3ccccc3oc2=O)cc1	nt	nt	nt	nt	nt	nt	nt	nt	nt	i	22	7	853	nt	nt	i	0.5	-0.3%
2	CCOC(=O)C1=C(C)NC(=O)NC1c1cccc(OC)c1OCc1ccccc1Cl (stereo unspecified)	1.5	1.1	27	i	-3	0.06	864	nt	nt	i	35	4	753	5	5	i	1.0	-0.8%
3	Cc1ccc(NS(=O)(=O)c2cc([N+](=O)[O-])ccc2NNC(=S)Nc2cccc(Cl)c2)c(C)c1	4.3	1.2	1.9	i	19	1.5	1515	-0.1	940	i	44	-38	374	24	19	i	0.1	-1.2%
4	Cc1nn(C)cc1CN(C)Cc1ccc(OCC(O)CN2CCCCC2)cc1 (stereo unspecified)	4.2	3.0	3.1	i	-27	-0.36	1567	-0.3	1012	i	22	13	763	-3	1	i	0.6	-0.2%
5	Cc1ccc(-n2nnc3c(=O)n(Cc4ccccc4C)cnc32)cc1	4.7	1.9	8.7	nt	nt	-1.1	1870	1.7	974	i	24	-11	559	6	-4	i	0.7	-0.1%
6	COc1ccccc1NC(=O)CN(Cc1ccco1)C(=O)c1cccs1	2.6	1.5	12	i	1	nt	nt	-10	1408	i	22	0	744	-10	-12	i	0.4	-0.4%
7	COc1ccc(OCc2nc3c4c(ncn3n2)-c2ccccc2CC42CCCC2)cc1	6.2	1.0	11	i	9	-0.17	2263	-0.7	1007	i	44	-30	589	3	8	i	0.5	0.1%
8	COc1ccccc1C1C(C#N)=C(N)Oc2cc(C)n(Cc3ccccn3)c(=O)c21 (stereo unspecified)	2.0	2.3	11	i	0	0.43	853	nt	nt	i	44	nt	nt	16	22	i	0.0	0.3%
9	COc1cccc(CNC(=O)N2CCN(c3ccccc3)CC2)c1	nt	nt	nt	nt	nt	nt	nt	nt	nt	i	45	25	815	nt	nt	i	0.4	-0.9%
10	O=C(NCc1n[nH]c(=S)n1Cc1ccccc1)c1ccc(Cl)cc1Cl	3.7	2.8	8.7	i	-5	-0.32	1267	-3.7	1078	i	21	27	711	0	-5	i	0.2	-0.3%
11	CC(=O)Nc1ccccc1Sc1ccc2c3c(cccc13)C(=O)N(c1ccc(C)cc1)C2=O	1.9	3.7	3.4	i	-11	-0.2	1334	nt	nt	i	51	22	689	7	-4	i	0.6	-0.3%
12	COc1ccc(/C=N/N2CCN(c3ccc(Cl)cc3)CC2)cc1O	nt	nt	nt	nt	nt	nt	nt	nt	nt	i	45	4	792	nt	nt	i	0.4	-0.9%
13	O=C(O)Cc1sc(-c2ccc(C(=O)O)cc2)nc1-c1ccccc1	2.1	1.9	7.2	i	35	0.16	1371	4.7	959	i	35	-35	702	-9	-11	i	0.5	?
14	CCOC(=O)C(=O)NNc1ccc(C)cc1	4.1	1.6	8.4	i	5	0.76	1486	10	995	i	45	6	604	62*	59*	i	0.5	-0.7%
15	COC(=O)c1cc(C(=O)Nc2ccc(S(=O)(=O)NC(C)(C)C)cc2)cc([N+](=O)[O-])c1	2.2	2.7	4.3	i	12	0.33	1467	-0.7	1020	i	40	-10	449	4	2	i	0.6	-0.7%
16	COCCCn1c(SCC(=O)NC2CCCC2)nnc1-c1cccs1	nt	nt	nt	nt	nt	nt	nt	nt	nt	i	37	-3	754	nt	nt	i	0.4	-0.9%
17	O=C(NC(=S)Nc1ncccn1)c1ccc(Cl)cc1Cl	4.8	2.0	6.9	i	-3	-0.57	1140	1.4	1059	i	61	8	697	-12	6	i	0.1	0.1%
18	O=C(Oc1nsnc1N1CCOCC1)N1CCOCC1	2.8	2.8	21	i	6	0.72	1259	-9.5	1064	i	20	nt	nt	10	14	i	1.6	0.1%
19	Cc1ccc2cc(C3CC(c4ccco4)=NN3S(=O)(=O)c3ccccc3)c(Cl)nc2c1 (stereo unspecified)	2.6	2.9	9.9	i	12	-0.24	1412	-2.5	1075	i	36	-34	673	-2	-1	i	0.3	0.6%
20	CCOc1ccc(OCC)c(NC(=O)CCS(=O)(=O)c2ccc(Br)s2)c1	1.6	1.4	3.9	i	-11	nt	nt	-1.2	1112	i	59	-1	743	-2	-39	i	0.9	-0.8%
21	N/C(=N\OC(=O)/C=C/c1ccccc1Cl)c1ccncc1	3.0	1.6	8.2	i	-36	nt	nt	3.5	473	i	29	0	714	16	20	i	0.5	-1.3%
22	COc1ccccc1NC(=O)CCCNC(=O)Cn1cnc2sc(C)c(C)c2c1=O	nt	nt	nt	nt	nt	nt	nt	nt	nt	i	49	6	814	nt	nt	i	1.8	-0.3%
23	CCOc1ccccc1CNC(=O)C1CCCN(c2ncnc3c2nc2n3CCCCC2)C1 (stereo unspecified)	nt	nt	nt	nt	nt	nt	nt	nt	nt	i	15	-26	618	nt	nt	i	2.0	0.5%
24	CC1(C)Cc2c(c(N3CCOCC3)nc3sc(C#N)c(N)c23)CS1	1.2	1.0	9.9	i	3	-0.64	1355	-7.2	1248	i	52	16	726	9	0	i	0.6	0.1%
25	Cc1cc(C(=O)COc2ccc(C#N)cc2)c(C)n1-c1ccc2c(c1)OCO2	3.0	2.5	4.7	i	0	-0.41	1157	-0.9	1007	i	40	-1	646	3	-10	i	0.3	-1.4%
26	Cc1cccc(C)c1N=Nc1c(C)cc(O)cc1C	nt	nt	nt	nt	nt	nt	nt	nt	nt	i	48	-2	817	nt	nt	i	0.3	-0.6%
27	COc1cc(/C=c2\sc3n(c2=O)C(c2ccccc2)C(c2ccccc2)=NN=3)ccc1O (stereo unspecified)	4.2	2.7	5.5	i	6	-0.26	1260	-0.2	1392	i	10	nt	nt	57	6	+	1.1*	0.6%
28	Cc1cc(=O)[nH]c(SCC(=O)Nc2ccccc2C#N)c1C#N	44*	27*	32*	i	-9	nt	nt	-0.2	903	i	39	-8	778	12	8	i	0.6	1.4%
29	CC(C)Cc1nnc(NC(=O)CCC(=O)N2CCN(c3ccc(Cl)cc3)CC2)s1	nt	nt	nt	nt	nt	nt	nt	nt	nt	i	9	3	760	nt	nt	i	1.1	-1.7%
30	CC(CCc1ccccc1)NC(=O)COC(=O)c1cc(NS(=O)(=O)c2ccc(Cl)c([N+](=O)[O-])c2)ccc1O (stereo unspecified)	1.9	2.4	3.4	i	-8	0.7	1357	-2.0	997	i	20	-5	575	-5	-21	i	0.7	-0.9%
31	CCc1ccc(/C=N/NC(=S)NCCc2ccccc2)cc1	1.1	1.8	7.7	i	9	-0.58	872	-3.5	1206	i	56	12	838	-17	8	i	0.6	-0.3%
32	COc1ccccc1CN1C(=O)C(=O)N(Cc2cccc(C)c2)C1=O	2.3	1.6	6.2	i	8	0.97	1372	-0.6	1074	i	65	-30	702	21	-2	i	0.9	-1.2%
33	COc1ccc(NC(=O)CCCC(=O)O)cc1Cl	5.6	1.8	8.6	i	48	-0.76	1268	-5.2	1170	i	9	0	702	2	11	i	0.3	-0.3%
34	Cc1cc(NC(=O)CS(=O)(=O)c2cn(Cc3ccc(F)cc3)c3ccccc23)no1	2.8	2.4	8.0	i	2	-0.84	1036	0.6	1146	i	30	nt	nt	-4	-16	i	9.5	-0.4%
35	O=C(Nc1cccc(F)c1)/C(=C/c1ccco1)NC(=O)c1ccco1	nt	nt	nt	nt	nt	nt	nt	nt	nt	i	65	30	805	nt	nt	i	1.2	-0.4%
36	CNC(=O)N(O)C1N(C)C(=O)N(CC(=O)OC)C1(C)C (stereo unspecified)	3.9	1.3	6.0	i	33	0.05	1423	-1.1	1393	i	4	nt	nt	-5	-4	i	0.5	0.0%
37	COC(=O)Cn1c(=NC(=O)c2cc(OC)cc(OC)c2)sc2cc(OC)ccc21	2.9	5.0	9.0	i	7	-1.1	975	5.6	1077	i	29	6	651	3	-6	i	1.2	-0.8%
38	COc1cccc(CC(=O)Nc2nc(-c3cc(OC)ccc3OC)cs2)c1	2.7	2.7	0.7	i	18	-0.69	1240	-1.6	1067	i	10	24	687	4	1	i	0.3	-0.3%
39	CCCOc1ccc(C2c3c(oc4cc(C)c(C)cc4c3=O)C(=O)N2CCCN(C)C)cc1 (stereo unspecified)	3.0	2.2	10	i	-5	nt	nt	0.7	1167	i	44	12	642	16	5	i	1.3	-0.2%
40	COc1ccccc1OCC(=O)NCC1CCCN(Cc2cnn(C(C)C)c2)C1 (stereo unspecified)	nt	nt	nt	nt	nt	nt	nt	nt	nt	i	18	2	677	nt	nt	i	1.5	0.8%

Three structures already listed, ordered by count of non-hydrogen atoms, descending:
No.	structure	MT stabilizer	MT stabilizer Hoechst-high %	MT stabilizer cytotoxicity %	Autophagy mod	Autophagy mod cell loss 18 h	Ins promoter up	Ins promoter up cell count	b-catenin transl	b-catenin transl cell count 5 µM	T cell HTS	T cell HTS vesicle-bound %	Lipid droplet	Lipid droplet cells 6.5 µM	WT yeast gro inh	WT yeast gro inh mutant strain	Myeloid diff MLP	Myeloid diff MLP GFP+ MAC1+ %	West Nile antiviral
10	O=C(NCc1n[nH]c(=S)n1Cc1ccccc1)c1ccc(Cl)cc1Cl	3.7	2.8	8.7	i	-5	-0.32	1267	-3.7	1078	i	21	27	711	0	-5	i	0.2	-0.3%
12	COc1ccc(/C=N/N2CCN(c3ccc(Cl)cc3)CC2)cc1O	nt	nt	nt	nt	nt	nt	nt	nt	nt	i	45	4	792	nt	nt	i	0.4	-0.9%
33	COc1ccc(NC(=O)CCCC(=O)O)cc1Cl	5.6	1.8	8.6	i	48	-0.76	1268	-5.2	1170	i	9	0	702	2	11	i	0.3	-0.3%
